VLA-4 inh: inhibition in a human VLA-4 binding assay; inhibition, % (about 7 µM as worked out from the volumes in the protocol); 0.2% of 330,000 active; P13612; VLA-4 expressing cells, ligand binding flow cytometry; AID 2557; in the data active means inhibition above about 50%
Target sequence (P13612 whole entry, looked up): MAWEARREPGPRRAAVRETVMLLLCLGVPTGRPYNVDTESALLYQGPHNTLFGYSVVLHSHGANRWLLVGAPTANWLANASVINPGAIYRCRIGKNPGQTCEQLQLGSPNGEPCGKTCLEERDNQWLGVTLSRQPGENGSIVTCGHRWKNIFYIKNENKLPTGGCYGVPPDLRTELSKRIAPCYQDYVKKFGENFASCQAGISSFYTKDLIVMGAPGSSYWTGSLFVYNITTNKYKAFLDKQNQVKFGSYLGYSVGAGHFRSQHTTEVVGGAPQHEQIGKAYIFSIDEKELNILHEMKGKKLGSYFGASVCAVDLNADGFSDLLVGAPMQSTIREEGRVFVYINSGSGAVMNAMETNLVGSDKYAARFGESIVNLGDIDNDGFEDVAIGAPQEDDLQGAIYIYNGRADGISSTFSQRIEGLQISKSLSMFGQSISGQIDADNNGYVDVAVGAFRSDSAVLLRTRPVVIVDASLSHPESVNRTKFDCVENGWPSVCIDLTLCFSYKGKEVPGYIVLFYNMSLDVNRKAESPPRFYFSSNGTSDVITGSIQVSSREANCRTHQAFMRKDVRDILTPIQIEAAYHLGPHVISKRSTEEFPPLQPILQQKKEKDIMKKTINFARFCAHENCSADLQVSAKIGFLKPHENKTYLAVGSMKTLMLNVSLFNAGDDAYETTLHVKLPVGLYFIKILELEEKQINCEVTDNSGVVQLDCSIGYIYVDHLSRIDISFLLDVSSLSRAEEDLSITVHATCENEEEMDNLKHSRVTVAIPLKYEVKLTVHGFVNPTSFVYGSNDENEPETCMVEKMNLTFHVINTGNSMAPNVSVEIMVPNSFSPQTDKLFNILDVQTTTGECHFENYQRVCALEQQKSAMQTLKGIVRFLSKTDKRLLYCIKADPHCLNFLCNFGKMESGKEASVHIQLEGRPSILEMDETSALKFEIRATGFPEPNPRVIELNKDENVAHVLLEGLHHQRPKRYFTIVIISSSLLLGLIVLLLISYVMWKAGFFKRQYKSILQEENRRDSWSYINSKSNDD
RPL19A-GFP yeast: modulators of TOR pathway RPL19A-GFP in S. cerevisiae; S. cerevisiae RPL19A-GFP strain, flow cytometry, 3 h; hits give low values; percent response vs DMSO, % at 10 µM; 0.3% of 330,000 active;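 active means percent response vs DMSO below 50%; inconclusive means fewer than 70 events counted for the yeast strain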;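 further: median channel GFP fluorescence of the barcoded RPL19A-GFP strain; ratio of sample median GFP to plate DMSO average so 100% = DMSO; lower means less RPL19A-GFP as with rapamycin TOR inhibition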
Yeast superoxide: caloric restriction mimetics inhibiting age-related superoxide in yeast | S. cerevisiae aged cells, superoxide DHE fluorescence; hits give low values | superoxide response (% of plate mean), % at 10 µM | 0.18% of 330,000 active | AID 2690;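 active means superoxide response under a set limit, about three screen SD below normal, cut at about 65% in these data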;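 further: yeast aged for seven days with compound at 30 °C before DHE staining; 100% = average MFI of all compound-treated wells on the plate with controls excluded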
MEP2-GFP yeast: modulators of TOR pathway MEP2-GFP in S. cerevisiae. S. cerevisiae MEP2-GFP strain, flow cytometry GFP, 3 h; 100% = DMSO control level. GFP response vs DMSO, % at 10 µM. 0.51% of 330,000 active;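 active means GFP response versus DMSO above a set limit, roughly screen mean plus 3 SD, cut at about 180% in these data; inconclusive means fewer than 70 cells counted for a yeast strain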;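 further: median GFP fluorescence of the barcode-gated MEP2-GFP cells per well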
AGP1-GFP MLPCN: yeast TOR pathway AGP1-GFP modulation; S. cerevisiae AGP1-GFP multiplex flow cytometry, 3 h; GFP as percent of DMSO wells; GFP response vs DMSO, % at 10 µM; 0.02% of 320,000 active;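 active means GFP response relative to DMSO above a set limit, near screen average plus 3 SD, cut at about 150% in these data; inconclusive means fewer than 70 cells counted for the yeast strain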;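 further: median GFP channel fluorescence of the gated AGP1 strain per well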
LAP4 TOR yeast: modulators of TOR pathway LAP4-GFP in S. cerevisiae. AID 2023. GFP response vs DMSO, % at 10 µM. 0.34% of 320,000 active. S. cerevisiae LAP4-GFP multiplex, flow cytometry GFP, 3 h; median GFP as percent of DMSO wells;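 active means GFP response vs DMSO above a set limit, about the screen mean plus 3 SD, cut at about 150% in these data; inconclusive means under 70 cell events counted for the yeast strain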
GRK2 inh: human GRK2 inhibition via aptamer displacement; P25098; bead flow cytometry, FAM-aptamer displacement from GRK2; inhibition of aptamer binding, % at 10 µM; 0.59% of 330,000 active;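 active means inhibition of aptamer binding above 40%, roughly 3 SD of noise, on plates passing a quality check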;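 further: median bead fluorescence of bound FAM aptamer so fluorescent compounds give negative values; no value below 0 was filed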
CIT2-GFP yeast: alters CIT2-GFP fluorescence in TOR pathway yeast screen. S. cerevisiae CIT2-GFP strain, flow cytometry, 3 h; 100 means same as DMSO wells. GFP response vs DMSO, % at 10 µM. 0.065% of 320,000 active;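 active means GFP response relative to DMSO above a set limit, near the screen mean plus 3 SD, cut at about 150% in these data; inconclusive means Fewer than 70 cells measured for a yeast strain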;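 further: ratio of well median GFP fluorescence to mean of DMSO wells on the plate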
Numbers without * were called inactive; u = inconclusive; x = no result given. An unsorted share of the library; any-hit rate near 1.7%.

SMILES | VLA-4 inh | RPL19A-GFP yeast | Yeast superoxide | MEP2-GFP yeast | AGP1-GFP MLPCN | LAP4 TOR yeast | GRK2 inh | CIT2-GFP yeast
O=C(Nc1cccc(Cl)c1)N1CCCC1 | 22 | 104 | 107 | 106 | 108 | x | 3 | 98
CC(=O)c1cc2c(cc1N/C(=N/S(=O)(=O)c1ccc(C)cc1)c1ccc(Cl)cc1)OCO2 | 5 | 98 | 107 | 107 | 93 | 86 | 0 | 99
COc1cccc(CN2CCN(C(=O)c3cccc4ccccc34)CC2)c1 | 10 | 103 | 102 | 100 | 102 | 93 | 0 | 99
Cc1ccccc1NC(=S)NCC1CCC(CNC(=S)Nc2ccccc2C)CC1 (stereo not drawn) | 0 | 99 | 111 | 96 | 105 | 113 | 2 | 94
CCOC(=O)N1CCC(N2C(=O)c3ccccc3C2Nc2cc(OC)c(OC)c(OC)c2)CC1 (stereo not drawn) | 4 | 98 | 92 | 99 | 102 | 111 | 3 | 96
Cn1nccc1NC(=O)Nc1ccc(OC(F)(F)F)cc1 | 2 | 97 | 97 | 103 | 97 | 97 | x | 88
CCOc1ccc(S(=O)(=O)NCCC(=O)N2CCCN(C)CC2)cc1 | 13 | 101 | 123 | 99 | 86 | 78 | 0 | 108
Cc1ccc(CN(C)C(=O)c2cc(Br)c(Br)s2)o1 | 1 | 94 | 115 | 91 | 92 | 80 | 1 | 88
CC(=O)Nc1ccc(S(=O)(=O)N(C)c2ccc(OCC(=O)OCC(=O)NCc3ccco3)cc2)cc1 | -18 | 97 | 76 | 94 | 103 | 104 | 0 | 102
CC1(C)C(C=C(Cl)Cl)C1C(=O)Nc1ccc(S(=O)(=O)Nc2ncccn2)cc1 (stereo not drawn) | -5 | 105 | 90 | 106 | 103 | 97 | 1 | 107
c1ccc(Cn2nnnc2CN2CCOCC2)cc1 | -6 | 95 | 93 | 90 | 90 | 100 | 0 | 89
CSc1ccccc1OCc1cc(C(=O)N2CCc3c(Cl)cccc3C2)no1 | 11 | 96 | 90 | 112 | 97 | 98 | 3 | 99
CC(=NNC(=O)c1ccc(NS(=O)(=O)c2ccc(Br)cc2)cc1)c1cccnc1 | 2 | 98 | 88 | 108 | 96 | 107 | 0 | 89
O=C(CCCNS(=O)(=O)c1cccs1)N1CCN(c2cccc(Cl)c2)CC1 | 11 | 98 | 87 | 94 | 96 | 92 | 3 | 93
C=C(CC)C(=O)c1ccc(OCC(=O)O)c(Cl)c1Cl | 10 | 101 | 100 | 94 | 90 | 88 | 7 | 91
CCN(CC)S(=O)(=O)c1ccc(Cl)c(C(=O)Nc2nnc(C)s2)c1 | 4 | 102 | 108 | 98 | 101 | 108 | 0 | 97
COc1cc(OC)cc(-c2cc(N)n(S(=O)(=O)Cc3ccccc3)n2)c1 | 12 | 98 | 92 | 102 | 105 | 99 | 0 | 100
COc1ccc2c(c1)C=CC1(O2)N(CCO)c2ccccc2C1(C)C (stereo not drawn) | -12 | 102 | 97 | 112 | 103 | 105 | 2 | 118
Fc1ccc(Nc2ccc3ccccc3n2)c(F)c1 | -1 | 98 | 106 | 98 | 96 | 103 | 0 | 92
COc1ccc(NC(=O)CCCC(=O)c2ccccc2)cc1OC | 10 | 100 | 91 | 103 | 101 | 97 | 2 | 99
Cc1ccc(NC(=O)Nc2nnc(-c3ccccc3)o2)cc1 | -7 | 107 | 123 | 107 | 99 | 118 | 0 | 111
Cc1ccc(S(=O)(=O)Nc2ccc(C(=O)NCCCn3ccnc3)cc2)cc1[N+](=O)[O-] | -13 | 100 | 96 | 97 | 96 | 104 | 0 | 102
Nc1nc(=S)c2ncn(C3OC(CO)C(O)C3O)c2[nH]1 (stereo not drawn) | 10 | 105 | 106 | 112 | 100 | 95 | 87* | 92
CCOC(=O)C(=CNc1ccc(Oc2cccnc2)nc1)C(=O)OCC | 13 | 96 | 90 | 98 | 109 | 118 | 0 | 100
CCSc1nnc(NC(=O)CCNS(=O)(=O)c2ccccc2F)s1 | 7 | 104 | 100 | 114 | 103 | 98 | 0 | 104
C#CCOCCOCCOCCNc1nc(N2CCOCC2)nc(N2CCN(C(=O)[C@H](CO)n3cc([C@@H](N)C(C)C)nn3)CC2)n1 | 8 | 90 | 84 | 92 | 91 | 86 | 74* | 82
CC(=NC1CCCC1)c1c(C)[nH]n(-c2nc3ccccc3s2)c1=O | -2 | 95 | 104 | 105 | 103 | 104 | 4 | 97
COc1cc(CNc2ccc3[nH]c(=O)[nH]c3c2)ccc1OCC(=O)NC(C)(C)C | 5 | 96 | 100 | 92 | 97 | 93 | 2 | 91
C=CC(=O)NC(C)(C)CCN1CCOCC1 | -4 | 100 | 84 | 104 | 102 | 105 | 0 | 103
CCCCN(CC)S(=O)(=O)c1ccc(C(=O)Nc2nnc(-c3ccccc3Cl)o2)cc1 | 6 | 98 | 100 | 112 | 98 | 97 | 0 | 104
C=C(C)c1cccc(C(C)(C)NC(=O)Nn2cnnc2)c1 | -2 | 99 | 90 | 108 | 104 | 97 | 0 | 103
COc1ccc(S(=O)(=O)N(C)C)cc1NC(=O)CCCSc1ccccc1 | 6 | 103 | 84 | 110 | 104 | 104 | 0 | 101
Cc1ccc(NC(=O)C2CSC3(C)CCC(=O)N23)cc1S(=O)(=O)N1CCCCCC1 (stereo not drawn) | 1 | 92 | 97 | 91 | 93 | 92 | 2 | 91
COc1ccc(OCC(=O)N2CCN(S(=O)(=O)c3ccc(Cl)s3)CC2)cc1 | -4 | 96 | 94 | 96 | 100 | 102 | 0 | 101
O=C(CN1c2ccccc2Sc2ccccc21)NNC(=O)Nc1ccc(Cl)c(Cl)c1 | 3 | 98 | 113 | 92 | 105 | 87 | 3 | 97
COc1cc(OC)cc(C(=O)N[C@H](C(=O)N2CCc3ccccc32)C(C)C)c1 | 8 | 98 | 97 | 107 | 98 | 98 | 0 | 110
Cc1ccc(NS(=O)(=O)c2cccc(C(=O)N/N=C/c3ccc4c(c3)OCCO4)c2)c(C)c1 | 3 | u | 92 | u | u | u | 0 | u
N#CCC(=O)Nc1ccc(C(=O)OCC(=O)NNC(=O)c2ccc(Cl)cc2)cc1 | 3 | 100 | 102 | 102 | 103 | 103 | 0 | 93
C=CCOc1ccc(C=Nc2cccc(Cl)c2)c(O)c1 | -1 | 96 | 91 | 111 | 94 | 92 | 0 | 104
Cc1c(C(=O)Nc2ccncc2)oc2ccccc12 | 3 | 105 | 118 | 101 | 107 | 99 | 2 | 105

Looked up by structure from the entries so far, 3 records:
SMILES | VLA-4 inh | RPL19A-GFP yeast | Yeast superoxide | MEP2-GFP yeast | AGP1-GFP MLPCN | LAP4 TOR yeast | GRK2 inh | CIT2-GFP yeast
COc1cc(OC)cc(C(=O)N[C@H](C(=O)N2CCc3ccccc32)C(C)C)c1 | 8 | 98 | 97 | 107 | 98 | 98 | 0 | 110
COc1cc(CNc2ccc3[nH]c(=O)[nH]c3c2)ccc1OCC(=O)NC(C)(C)C | 5 | 96 | 100 | 92 | 97 | 93 | 2 | 91
Cc1c(C(=O)Nc2ccncc2)oc2ccccc12 | 3 | 105 | 118 | 101 | 107 | 99 | 2 | 105

The list goes on.
SMILES | VLA-4 inh | RPL19A-GFP yeast | Yeast superoxide | MEP2-GFP yeast | AGP1-GFP MLPCN | LAP4 TOR yeast | GRK2 inh | CIT2-GFP yeast
CC(=O)Nc1ccc(NC(=O)c2c([N+](=O)[O-])c(C(C)(C)C)nn2C)cc1 | 12 | 101 | 108 | 109 | 98 | 106 | 0 | 107
O=C(Nc1ccc2c(c1)CCC2)c1ccc(F)c(S(=O)(=O)N2CCOCC2)c1 | 10 | 109 | 106 | 104 | 101 | 94 | 0 | 100
Cc1ccc(NC(=O)CC(=O)Nc2ccc(C)cc2C)c(C)c1 | 22 | 98 | 106 | 99 | 96 | 93 | 0 | 100
O=C(Nc1cc(Cl)ccc1-n1cncn1)c1ccc(Br)o1 | 5 | 103 | 102 | 106 | 111 | 110 | 1 | 110
Cc1cc(NC(=O)C2CCCCC2)ncc1NC(=O)c1ccccn1 | 2 | 103 | 107 | 101 | 98 | 92 | 0 | 94
O=C(NC(CC(=O)N1CCN(c2ccccc2O)CC1)c1ccccc1)c1ccccc1Cl (stereo not drawn) | -5 | 99 | 93 | 94 | 99 | 103 | 0 | 100
CNC(=S)NC1CC2CCCC(C1)N2Cc1ccccc1OC (stereo not drawn) | -1 | 102 | 96 | 108 | 103 | 95 | 0 | 107
COCCNC(=O)C(c1ccc(C)cc1)N(CCOC)C(=O)CCC(=O)Nc1ccccn1 (stereo not drawn) | 9 | 100 | 100 | 103 | 103 | 89 | 3 | 103
O=C(COc1ccccc1)N1CCN(c2nnc(-c3ccccc3)c3ccccc23)CC1 | -7 | 97 | 93 | 106 | 97 | 99 | 1 | 106
COc1cc(-c2nnc(CSc3nnc4nc(C)cc(C)n34)o2)cc(OC)c1OC | -7 | 106 | 96 | 99 | 103 | 100 | 0 | 97
Cc1cc(C(=O)Nc2ccc(Br)cc2)c2ccccc2n1 | 22 | 103 | 101 | 106 | 94 | 89 | 2 | 95
CN(C)c1ccc(/C(=N\O)c2ccccc2)cc1 | -6 | 96 | 132 | 100 | 96 | 102 | 9 | 91
COC(=O)c1nc2cc3c(cc2c(C)c1C(=O)OC)OCO3 | -3 | 98 | 94 | 94 | 98 | 96 | 0 | 98
COC(=O)c1sc(S(=O)(=O)NC(Cc2ccccc2)C(=O)O)c(C(=O)OC)c1C (stereo not drawn) | -14 | 103 | 147 | 101 | 103 | 101 | 0 | 99
COc1ccc(NC(=O)CCC(=O)OCc2ccc(C(=O)Oc3ccc(Cl)cc3)cc2)cc1 | 5 | 102 | 88 | 106 | 104 | 107 | 0 | 110
c1ccc2c(c1)NC1(CCCCC1)n1c-2nc2ccccc21 | x | 98 | 101 | 106 | 94 | 108 | 1 | 90
Cc1ccccc1C(=O)NC1CC2CCCC(C1)N2Cc1ccc(Cl)cc1 (stereo not drawn) | 8 | 105 | 97 | 107 | 98 | 90 | 0 | 101
COc1ccc(Cl)cc1NC(=O)Cn1nnc(C(=O)NCCc2ccc(OC)c(OC)c2)c1N | -4 | 108 | 109 | 100 | 105 | 98 | 3 | 106
CNC(=O)CSc1cnc2ccccc2n1 | 1 | 107 | 102 | 103 | 95 | 93 | 0 | 106
O=C(/C=C/c1cccs1)NC1CCS(=O)(=O)C1 (stereo not drawn) | 16 | 99 | 96 | 99 | 106 | 105 | 0 | 92
CC1(C)CC(=O)C(C=NCCN2CCN(C3CC(=O)N(c4ccc(Br)cc4)C3=O)CC2)=C(O)C1 (stereo not drawn) | -4 | 99 | 104 | 98 | 97 | 100 | 3 | 100
CC(Sc1n[nH]c(N)n1)C(=O)C12CC3CC(CC(C3)C1)C2 (stereo not drawn) | 2 | 103 | 98 | 102 | 107 | 97 | 1 | 109
O=C(c1n[nH]c2ccccc12)N1CCOCC1 | 6 | 104 | 101 | 100 | 102 | 92 | 0 | 104
COC(=O)C1CCN(C(=O)COc2cc3sc(C)nc3c3sccc23)CC1 | -61 | 103 | 102 | 103 | 105 | 102 | 11 | 95
Cc1ccc(C(=O)Cn2c(=N)n(N)c3ccccc32)cc1 | -1 | 103 | 112 | 100 | 103 | 87 | 0 | 100
COc1ccc(OCC(=O)NCCC2=CCCCC2)c([N+](=O)[O-])c1 | 3 | 104 | 92 | 107 | 99 | 102 | 1 | 95
COc1cccc(NC(=O)CN2CCN(c3ccccc3F)CC2)c1 | 19 | 103 | 110 | 103 | 106 | 101 | 0 | 109
Cc1cc(NCCCn2ccnc2)n2nc(-c3ccc(Cl)cc3)cc2n1 | -19 | 104 | 97 | 104 | 85 | 103 | 0 | 92
Cc1ccc2c(c1)-n1c(nc3ccc(C)cc3c1=O)C(Cc1ccccc1)NC2=O (stereo not drawn) | 27 | 104 | 103 | 96 | 110 | 96 | 0 | 106

Source: PubChem BioAssay
